From PubChem
aDG glyco act – increases alpha dystroglycan glycosylation | hit rate 0.22% among 360,000 | activation, % at 10 µM | AID 624168 | Pro5-aDG cells, alpha-DG glycosylation AlphaScreen (IIH6); 0% Pro5, 100% B10-LARGE cell signal;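 active = activation of at least 8% versus controls, or a plate z-score of at least 8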;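 also: Pro5 are CHO cells carrying HIG-tagged alpha-DG that lacks glycosylation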
TLR9-MyD88 block – blocks human TLR9 binding to MyD88; Q9NR96+Q99836; CHO BLA complementation TLR9-MyD88, CCF4 FRET ratio; inhibition, % at 4.98 µM; hit rate 0.21% among 340,000;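 active = inhibition above the mean over all tested compounds plus 3 SD, cut at about 21% in these data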;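 also: 0% = DMSO only wells and 100% = clavulanate BLA inhibitor control wells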
Glyco luc inh – N-linked glycosylation inhibition; D54 ERlucT glycosylation luciferase reporter, 24 h; percent of 100 nM tunicamycin response; reporter increase, % at 12.5 µM; hit rate 0.23% among 360,000; AID 588692;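 active = mean luciferase reporter signal, scaled so untreated is 0 and the glycosylation-blocking control 100, at or above a set limit in every replicate; inconclusive = mean reaches the limit but not every replicate does; inactive = mean below the limit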;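 also: luciferase carries N-glycosylation sites so blocking glycosylation raises the light; 0% = median of neutral control wells and 100% = median of 100 nM tunicamycin wells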
Exocytosis inh – lytic granule exocytosis inhibition; hit rate 0.66% among 360,000; TALL-104 LAMP-1 surface exposure, flow cytometry; cells stimulated with thapsigargin and PMA; inhibition, % at 10 µM;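 active = inhibition above about 55%, limit read from the data; inconclusive = no clear call, values can overlap the other calls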
ABHD5 PLIN5 PPI – inhibitors of human ABHD5-perilipin-5 interaction; Q00G26+Q8WTS1; Split G. princeps luciferase complementation, luminescence, 4 h; inhibition, % at 4 µM; hit rate 0.78% among 360,000; AID 602281;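 active = inhibition above the mean inhibition across every tested compound plus 3 SD, cut at about 22% in these data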;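 also: 0% = DMSO only wells and the 100% control is not disclosed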
ABCB6 inh 2 – human ABCB6 transporter inhibition. AID 602162. hit rate 0.19% among 360,000. K562-ABCB6 porphyrin accumulation, flow cytometry, 1 h; stronger effect = lower value. fluorescence ratio to DMSO, % at 10 µM. Q9NP58;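 active = fluorescence ratio to DMSO below 75%, the collection mean minus 3 SD; inconclusive = too few cells collected in the well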;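 also: signal is porphyrin accumulated inside mitochondria; 100% equals median channel fluorescence of DMSO control wells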
Target sequence (Q9NP58 whole entry, looked up): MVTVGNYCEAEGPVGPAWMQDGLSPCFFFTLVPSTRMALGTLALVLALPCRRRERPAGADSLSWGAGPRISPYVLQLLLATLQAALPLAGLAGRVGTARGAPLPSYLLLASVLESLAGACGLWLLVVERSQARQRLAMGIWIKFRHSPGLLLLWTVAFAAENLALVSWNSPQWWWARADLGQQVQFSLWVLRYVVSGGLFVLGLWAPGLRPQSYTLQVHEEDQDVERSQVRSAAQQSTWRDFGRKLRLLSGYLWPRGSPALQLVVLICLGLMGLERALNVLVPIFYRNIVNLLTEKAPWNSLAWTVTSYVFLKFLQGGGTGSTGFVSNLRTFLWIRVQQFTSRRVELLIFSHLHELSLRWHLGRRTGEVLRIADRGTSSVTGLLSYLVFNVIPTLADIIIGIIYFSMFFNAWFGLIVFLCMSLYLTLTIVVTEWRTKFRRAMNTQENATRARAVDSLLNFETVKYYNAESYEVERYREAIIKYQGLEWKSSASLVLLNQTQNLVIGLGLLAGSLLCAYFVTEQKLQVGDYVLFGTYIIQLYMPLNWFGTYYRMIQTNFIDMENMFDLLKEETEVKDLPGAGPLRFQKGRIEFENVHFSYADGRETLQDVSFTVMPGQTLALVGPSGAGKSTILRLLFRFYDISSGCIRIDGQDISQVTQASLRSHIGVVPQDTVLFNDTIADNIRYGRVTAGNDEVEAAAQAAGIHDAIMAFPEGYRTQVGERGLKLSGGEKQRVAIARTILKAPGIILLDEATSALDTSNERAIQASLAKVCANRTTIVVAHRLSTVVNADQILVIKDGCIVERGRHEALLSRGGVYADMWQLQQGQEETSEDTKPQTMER
MC4R ag barr – agonists of human melanocortin 4 receptor (MC4R) beta-arrestin. P32245. U2OS MC4R beta-arrestin complementation, luminescence; percent of melanotan II response, DMSO zero. activation, % at 8.9 µM. hit rate 0.98% among 360,000;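 active = activation above a per-plate cutoff, the mean activation of sample wells on that plate plus 3 SD, cut at about 8% in these data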
NOD2-RIPK2 inh – inhibitors of human NOD2-RIPK2 interaction; O43353; CHO BLA complementation NOD2-RIPK2, CCF4 ratio; inhibition, % at 4.98 µM; hit rate 0.38% among 360,000; in the data active = inhibition above about 21%;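 also: 0% = vehicle only and 100% = reference blocker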
Vif imaging – blocks HIV Vif function | HEK293T cells, Vif self-association by quenched fluorescence, imaging, 24 h | inhibition, % at 7.49 µM | hit rate 0.35% among 340,000 | AID 602346; in the data active = inhibition above about 50%, passing the limit was not always enough; inconclusive = no clear call, values can overlap the other calls; inactive = below about 31%; also: some results filed as inactive read as strong as hits
MC4R antagonist – human MC4R antagonism in cAMP assay | P32245 | MC4R-expressing cells, MTII-stimulated cAMP, LANCE TR-FRET | inhibition, % at 6.5 µM | hit rate 0.48% among 360,000 | AID 540295;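 active = inhibition above its plate's cutoff, the mean of tested wells on that plate plus 3 SD, cut at about 29% in these data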;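 also: 0% = Melanotan II alone and 100% = Melanotan II plus saturating MCL0020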
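System: U2OS-MC4R stable cell line; Technique: Eu-cAMP/anti-cAMP TR-FRET, emission 671 nm; Repeats: single well per compound; Also added: Melanotan II; Dosing: one concentration, 6.5 µM nominal; Schedule: 30-min compound, 1-h challenge, 1-h detection, room temperature.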
Active calls of the source: *; ? = inconclusive; nt = not tested or not shown. The list is partial; the hit share may differ from the screen's.

aDG glyco act,TLR9-MyD88 block,Glyco luc inh,Exocytosis inh,ABHD5 PLIN5 PPI,ABCB6 inh 2,MC4R ag barr,NOD2-RIPK2 inh,Vif imaging,MC4R antagonist,canonical_smiles
0.1,9,1,-2,-2,91,-0.6,3,-12,5,CC(NC(=O)C1CCC1)c1ccc(Br)cc1 (configuration not stated)
1.1,4,0,2,1,82,0.7,-10,-15,8,CCc1ccc2[nH]c(=O)c(CN(Cc3ccccc3)C(=O)Nc3ccccc3OC)cc2c1
0.2,0,0,21,-5,97,-0.7,-13,-13,8,COc1ccccc1NC(=O)c1ccc(S(=O)(=O)N2CCC(C)CC2)cc1
-0.2,-8,9,-2,-4,97,-1.9,-11,-6,18,CCC(=O)Nc1cc(-c2nn(C)c(=O)c3ccccc23)ccc1OC
-0.2,-3,2,-4,1,100,0.3,3,-5,8,Cc1cccc(-n2c(SCCC(=O)O)nnc2-c2cccs2)c1C
0.3,6,0,-4,-9,88,-0.5,-3,-25,4,Cc1nc2ccc(NS(=O)(=O)c3ccccc3F)cc2s1
0.1,-4,1,10,0,104,-2.1,-6,10,-6,COc1cccc(C(=O)Oc2cc(C)[nH]c(=O)c2[N+](=O)[O-])c1OC
0.0,-1,-1,0,3,97,-2.8,5,6,3,O=C(O)Cn1cc(C(=O)c2ccco2)c2ccccc21
0.0,-10,-1,-2,1,97,-0.5,6,6,14,CC(=O)Nc1ccc(/C=C2/Sc3ccccc3C2=O)cc1
0.0,-1,-2,1,4,88,0.6,-3,2,1,COc1ccc(-c2nc(CSCC(=O)NCCC3=CCCCC3)c(C)o2)cc1OC
-0.2,5,0,-2,-2,104,-1.2,2,25,-3,Cc1cc(C)c2c(=O)[nH]n(C3CC(C)N(C)CC3C)c2n1 (configuration not stated)
-0.2,-8,-2,-7,7,100,-0.7,-5,9,11,CS(=O)(=O)c1ccc(C(=O)OCC(=O)N2CCCc3ccccc32)cc1
0.2,5,-1,0,2,102,1.2,8,-11,10,CN(Cc1ccccc1N1CCCC1)C(=O)c1cc2ccccc2o1
-0.3,3,3,-8,-8,91,-0.1,2,-6,-6,Cn1cccc1-c1nc2ccc([N+](=O)[O-])cc2[nH]1
-0.1,-2,-4,1,-6,99,-2.4,2,-1,-1,CC1CCCN(S(=O)(=O)c2ccc(N(C(=O)c3cnccn3)C(C(=O)NC3CCCCC3)c3cccs3)cc2)C1 (configuration not stated)
0.4,11,2,15,-9,96,-1.9,-5,2,0,c1cc(-c2nsc(-c3ccncc3)n2)ccn1
0.8,-1,0,-1,-5,102,2.2,-11,-5,-2,CCOC(=O)N1CCN(C(=S)NC(=O)c2c(-c3c(Cl)cccc3Cl)noc2C)CC1
1.7,10,-3,0,0,96,1.2,-2,-1,9,O=c1c2ccccc2nc(SCCN2CCCCC2)n1CCc1ccccc1
0.1,-4,3,-2,0,100,-2.7,-2,-1,5,CCOc1ccc(NC(=O)CN(C)C(=O)c2c(-c3ccccc3Cl)noc2C)cc1OCC
0.8,-4,1,0,-6,82,1.6,0,-1,1,CCCc1cc(C(=O)Nc2cc(Br)ccc2O)no1
0.3,10,0,1,4,95,-0.2,10,8,3,O=[n+]1c2c(n([O-])c3cc(F)c(F)cc31)CCCC2
0.3,11,-1,3,9,99,0.2,6,-8,-1,CS(=O)(=O)N1CCc2cc(C(=O)Nc3ccc(COCC(F)(F)F)cc3)ccc21
0.0,-7,-1,1,-2,94,0.6,-5,-3,2,COc1ccc(CCNC(=O)C2CCN(C(=O)c3ccc(C(C)(C)C)cc3)CC2)cc1OC
-0.1,-4,1,5,-17,98,-0.2,-6,-8,4,CCC1CCc2c(sc(N)c2C(N)=O)C1 (configuration not stated)
0.0,nt,0,1,13,91,-2.3,1,6,3,O=C(C=C1NCCN1)c1ccccc1
-0.2,0,-2,-1,3,94,-1.9,-11,-8,30*,CCCCn1c(N)c(N(CCC(C)C)C(=O)CCCc2nc3ccccc3s2)c(=O)[nH]c1=O
0.3,10,?,95*,-3,90,-0.7,5,-6,22,CN(C)Cc1c(C(=O)N/N=C/c2ccccc2OCc2c(F)cccc2Cl)nnn1-c1nonc1N
0.0,-5,0,6,2,96,-1.2,0,-11,11,Nc1nc2sc3c(c2cc1C(=O)NCC(=O)O)CCCC3
-0.3,-5,1,1,-3,100,0.4,-2,-12,16,CC(N=C1NC(C)(C)Cc2ccccc21)C(=O)O (configuration not stated)
0.0,nt,-7,-8,4,95,nt,4,nt,nt,CCOC(=O)C1=C[C@@H](C(C)(C)C)N(S(=O)(=O)c2ccc(C)cc2)[C@H]1c1ccc(OC)cc1
0.1,6,4,-2,-2,92,-1.8,-7,2,16,Oc1ccccc1-c1nc2ccccc2nc1-c1ccccc1
-0.4,7,-4,10,1,112,3.1,3,-6,-4,Cc1ccc(C2=N/C(=C\c3cccs3)C(=O)N2Nc2ccccc2)cc1
-0.1,9,2,-1,4,97,-2.4,-4,-1,0,CN(C)S(=O)(=O)c1cccc(NC(=O)COC(=O)/C=C/c2ccc(Br)o2)c1
-0.3,0,0,3,-6,96,-2.5,5,-5,16,Cc1ccc(C2CC(=O)Nc3sc(C(N)=O)c(N)c32)cc1 (configuration not stated)
0.4,0,1,-3,-1,101,0.7,-10,5,18,C=CC[C@H](CC(=O)N(CCO)Cc1ccccc1)C(=O)N[C@@H](COC(=O)[C@@H](CC=C)CC(=O)OC(C)(C)C)Cc1c[nH]c2ccccc12
0.7,3,-1,0,9,100,-1.2,-12,3,-33,CC(=O)c1cc(NC(=O)c2ccccc2)c(=O)oc1/C=C/N(C)C
-0.1,-1,-2,8,-1,98,-0.1,4,nt,-4,O=c1cc(N2CCN(c3ccccc3F)CC2)[nH]c(=O)n1-c1ccc(Br)cc1
-0.3,4,1,-3,-2,87,-1.1,-1,-3,10,O=C(CCNS(=O)(=O)c1ccccc1C(F)(F)F)NNC(=O)c1csc(N2CCOCC2)n1
-0.1,3,-1,-2,-1,105,-0.9,-6,-1,-2,COc1ccc(C(=O)Cn2nnc(-c3ccccc3NC(=O)c3ccco3)n2)cc1
-0.1,-1,-1,-2,1,98,-0.3,-2,-6,2,CCN1C(=O)[C@H]2[C@@H](c3ccc(C)cc3)N3C(=O)N(c4ccc(OC)cc4)C(=O)[C@@]3(C)[C@H]2C1=O
0.1,-7,-3,13,0,99,-0.6,-15,?,-5,CCOc1ccc(NC(=O)CN(C)C(=O)Cc2n[nH]c(=O)c3ccccc23)cc1OCC
-0.4,8,-1,2,1,100,-1.3,3,7,4,COc1cccc(C(=O)CN2CCN(S(=O)(=O)c3ccc(Br)cc3)CC2)c1
0.7,2,5,5,-1,101,6.8,2,nt,12,O=c1oc2ccc3ccccc3c2cc1-c1nc2ccccc2o1
0.4,-7,3,7,-1,97,0.2,-8,8,7,CCOC(=O)C1CCN(C(=O)CCc2c(C)nc3c(-c4ccc(F)cc4)c(C)nn3c2C)CC1
4.0,nt,-3,5,-9,97,3.0,3,nt,2,OC(c1ccc(Cl)c(F)c1)c1ncc(-c2ccc(Cl)cc2)[nH]1 (configuration not stated)
0.3,4,2,2,8,97,-1.1,-4,2,6,CN1CCN(C2=C(Cl)C(=O)N(c3ccc(Cl)c(Cl)c3)C2=O)CC1
-0.2,-4,-1,0,-1,94,0.9,1,12,-3,O=C(c1noc2c1CCc1ccccc1-2)N1CCOCC1
0.0,-4,3,5,0,89,0.6,-13,9,8,O=C(c1ccc(Cl)cc1)N1CCN(c2ccc(N3CCOCC3)nn2)CC1
-0.1,8,1,1,4,106,-0.3,6,9,0,CCCn1c(=O)c(C(=O)Nc2cccc(C)n2)c(O)c2ccccc21
0.5,1,-1,2,-4,98,-0.8,-3,0,7,CSc1nc2c(c(=O)[nH]1)C(c1ccc(F)cc1)CC(=O)N2 (configuration not stated)
0.1,-3,0,11,0,96,0.6,2,-3,7,CCOC(=O)C1CCN(C(=O)Nc2ccc(OC(F)(F)F)cc2)CC1
0.1,-9,1,-2,-6,108,-3.1,0,-2,-2,CCOC(=O)C1CCCN(C(=O)c2sc3nc(C)nc(N(CC)CC)c3c2C)C1 (configuration not stated)
0.1,2,-7,14,4,102,-4.5,-15,-3,8,C/C(=N\NC(=O)c1cc(O)ccc1O)c1cccc(NC(=O)c2ccc(Cl)cc2)c1
-0.1,1,3,0,2,105,-0.5,-8,-1,12,O=C(N/N=C/c1ccccc1OC(=O)c1ccc2c(c1)OCO2)c1ccccc1
-0.3,5,0,3,9,93,-0.1,3,6,9,CCOC(=O)c1c(NC(=O)C[n+]2ccccc2)sc2c1CCCC2
0.4,5,0,3,3,102,-2.0,-7,11,3,C=CCNC(=O)CN(c1ccc(OC)cc1OC)S(C)(=O)=O
-0.1,-2,3,3,0,99,-2.2,-14,-5,-1,Cc1nnc(-c2cnn(C)c2N)n1Cc1ccc2c(c1)OCO2
0.0,nt,0,1,2,98,0.3,-2,5,4,COc1ccc(CCNC(=O)c2ccccc2C(=O)NCCc2ccc(OC)c(OC)c2)cc1OC
0.3,4,0,36,8,94,1.4,-4,-5,6,C[C@H](CO)N1C[C@H](C)[C@@H](CN(C)C(=O)NC2CCCCC2)Oc2c(NC(=O)C3CC3)cccc2C1=O
-0.2,-1,1,-3,-2,98,-2.5,-6,-2,1,C[C@H](NC(=O)c1ccc(Cl)cc1)C(=O)NNC(=O)c1cccs1

Continuation:
aDG glyco act,TLR9-MyD88 block,Glyco luc inh,Exocytosis inh,ABHD5 PLIN5 PPI,ABCB6 inh 2,MC4R ag barr,NOD2-RIPK2 inh,Vif imaging,MC4R antagonist,canonical_smiles
-0.1,2,-1,22,14,94,-1.4,7,-7,7,Cc1ccc(-n2nc3c(=O)n(CCCC(=O)N4CCC(C)CC4)nc(C)c3c2C)cc1
0.0,2,-2,9,6,96,-2.4,-1,-3,3,COc1ccc(S(=O)(=O)N2CCN(Cc3cc(OC)c(OC)cc3OC)CC2)cc1
0.0,5,3,-1,-4,97,-1.1,3,-7,10,O=C(CSCSCC(=O)Nc1ccc2c(c1)OCO2)Nc1ccc2c(c1)OCO2
-0.1,3,0,1,9,99,-1.7,8,-4,2,COc1cc2c(cc1OC)C(C(=O)Nc1ccc(F)c(Cl)c1)CC(=O)N2 (configuration not stated)
0.5,3,-1,-1,-5,104,-1.8,-13,nt,9,COc1ccccc1NC(=S)NCCC(c1ccccc1)c1ccccc1
0.2,-7,2,11,-1,100,-0.6,-9,-2,5,CCOCCn1c(N2CCCC2)nc2c1c(=O)n(C)c(=O)n2C
0.0,-5,1,0,-3,100,0.2,-4,-2,5,CSCCC(=O)N(C)CC1CCN(CCc2cccc(C(F)(F)F)c2)CC1
0.1,-5,0,-4,-1,95,-4.9,3,nt,3,CCOc1ccc(NC(=O)CN(C)C(=O)CSCc2c(C)noc2C)cc1OCC
0.1,-4,2,10,4,99,2.0,1,-5,11,O=C(NCCCCCCNC(=O)c1ccncc1)c1ccncc1
